BL2 CD40 inh = CD40 pathway inhibition in BL2 cells | BL2 NF-kB luciferase reporter, CD40L-induced, 4 h | inhibition, % at 10 µM | 83,000 tested, 0.94% active | AID 1053188;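 active means mean inhibition of at least 50% with a set share of replicates also reaching that level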;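 further: 0% = neutral control wells and 100% = IKK inhibitor VII at 50 µM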
* hit, by the source's call; [ ] = remark or other dose. An excerpt; the hit share may differ from the screen's.

BL2 CD40 inh | molecule
-13[25 µM] | C[C@H](NC(=O)[C@H]1[C@H](CO)[C@H]2Cn3c(cccc3=O)[C@@H]1N2C(=O)C1CCC1)c1ccccc1
5 | O=C1CCCCN1CCCC(=O)N1CCCC(Nc2ccccc2)C1 (stereo unspecified)
-1[25 µM] | COCC(=O)NC[C@H]1[C@H](c2ccccc2)[C@@H](CO)N1C(=O)c1ccccc1
7 | CC1Cc2nc(SCC(=O)N3CCCCC3)n(C)c(=O)c2S1 (stereo unspecified)
16 | O=C(Nc1ccc(N2CCOCC2)cc1)c1ccc(S(=O)(=O)N2CCCCC2)cc1
0 | CCCCNC(=O)Cn1cnc2sc(C(=O)OCC)c(C)c2c1=O
-2 | CCOc1ccc(C(=O)NC(C(=O)NCC(c2cccs2)N(C)C)C(C)C)cc1 (stereo unspecified)
-6[25 µM] | O=C(c1ccc(F)cc1)N1C[C@@H]2N[C@H](C1)C2c1ccc(-c2cncnc2)cc1 (stereo partly specified)
-10 | O=C(CN1C(=O)NC2(CCCc3ccccc32)C1=O)c1ccc(F)cc1 (stereo unspecified)
4 | COC(=O)c1cccc(S(=O)(=O)N2CCC(c3nc4ccccc4o3)CC2)c1
9 | CC(=O)N1CCN(C(=O)COc2ccc3oc4c(c3c2)CCCC4)CC1
12 | Cc1ccc(Cn2ccc(NC(=O)c3cc(-c4ccc5c(c4)OCO5)on3)n2)cc1
-4 | O=C1C(=O)c2ccccc2C(O)=C1CC=C(Cl)Cl
-61 | O=c1c2ccccc2nc2oc3ccccc3n12
-4[25 µM] | C/C=C/c1ccc([C@H]2[C@@H](CO)N(C(C)=O)[C@H]2CNC(=O)NCCC)cc1
-8 | O=C(C[C@H]1C[C@@H]2c3cc(NC(=O)Nc4ccc(F)cc4)ccc3O[C@@H]2[C@H](CO)O1)NC1CCCC1
22 | Cc1ccc(NC(=O)N2CCCCC2)cc1NC(=O)N1CCCCC1
-1 | CC(=O)c1cccc(NC(=O)C2CC(=O)N(c3ccc4c(c3)OCCO4)C2)c1 (stereo unspecified)
7 | CC(CNC(=O)COc1ccccc1)OC(=O)Nc1cccc(Cl)c1 (stereo unspecified)
-58 | Cc1cc(C)nc(Sc2ncnc3c2oc2ccccc23)n1
4 | CCNC(=O)CN(c1ccc(CC)cc1)S(C)(=O)=O
48[25 µM] | COc1ccc2c3c([nH]c2c1)[C@@H](CO)N(C(=O)Nc1cccc(F)c1)CC31CCN(S(=O)(=O)c2cccc(C)c2)CC1
-3 | CN1CCN(C(=O)C[C@H]2C[C@@H]3c4cc(NC(=O)NC5CCCCC5)ccc4O[C@@H]3[C@@H](CO)O2)CC1
-15 | Cc1ccc(OCC(=O)c2ccc(Cl)s2)c([N+](=O)[O-])n1
-5[25 µM] | CO[C@@H]1CN(C)C(=O)c2ccc(NS(C)(=O)=O)cc2OC[C@H](C)N(C(=O)CN(C)C)C[C@@H]1C

Reformatted tab-delimited: part of the list above.
Structure	BL2 CD40 inh
O=C1CCCCN1CCCC(=O)N1CCCC(Nc2ccccc2)C1 (stereo unspecified)	5
COCC(=O)NC[C@H]1[C@H](c2ccccc2)[C@@H](CO)N1C(=O)c1ccccc1	-1[25 µM]

Next results follow:
BL2 CD40 inh | molecule
2 | Cc1cc(C)n2nc(C(=O)OCC(=O)N(C)Cc3ccccc3)nc2n1
-131 | Cc1ccc(NC(=O)CN(C)C(=O)C(C)N2CCN(Cc3ccccc3C)CC2)cc1 (stereo unspecified)
28 | COc1ccc(-n2cc(-c3ccccc3)c3c(N4CCOCC4)ncnc32)cc1
6 | O=C(Cc1c(O)c2ccccc2[nH]c1=O)NC1CCCCCC1
17[25 µM] | CCCNC(=O)N1CC(=O)N2[C@@H](CO)[C@@H](c3ccc(C#CCC4CCCC4)cc3)[C@@H]2C1
6[25 µM] | O=S(=O)(c1ccc(F)cc1)N1C[C@H]2[C@@H](c3ccccc31)[C@@H](CO)N2Cc1ccccc1Cl
3 | N#CC1(NC(=O)COc2ccc3ccc(=O)oc3c2)CCCCC1
-22[25 µM] | CCNC(=O)c1cc2c(c(-c3cccc(-c4cccnc4)c3)n1)[C@@H](CCO)N(S(C)(=O)=O)C2
20 | CC(=O)c1c(C)[n+]([O-])c2ccc3c(non3O)c12
9 | CCOC(=O)C1=C(c2ccccc2)NC(=O)NC1c1cc(Br)c(O)c(OC)c1 (stereo unspecified)
-28 | CC(=O)Nc1ccc(NC(=O)C(C)OC(=O)CNC(=O)c2ccc(-c3ccccc3)cc2)cc1 (stereo unspecified)
-16[25 µM] | C[C@@H]1CN([C@@H](C)CO)C(=O)c2ccccc2-c2ccccc2CO[C@@H]1CN(C)Cc1cccnc1
8[25 µM] | N#C[C@@H]1[C@H](c2ccccc2-c2cccc(F)c2)[C@H](CO)N1C(=O)C1CCCCC1
-5 | CN(CCCNC(=O)c1cc2c(Cl)nc3ccccc3c2s1)Cc1ccccc1
-27 | Cc1ccccc1COc1ccc(/C=C(\C#N)C(N)=O)cc1
0 | CN1C(=O)CSC1=NCC12CC3CC(CC(C3)C1)C2
8 | CCC(=O)NC(c1ccc(OC)cc1)c1cc(Cl)c2cccnc2c1O (stereo unspecified)
9 | CC(NC(=O)CCNS(=O)(=O)c1ccc2c(c1)oc(=O)n2C)c1ccccc1 (stereo unspecified)
38[25 µM] | Cc1ccccc1S(=O)(=O)N1CC[C@@H]2[C@@H](CO)Nc3ccc(-c4ccc(F)cc4)cc3[C@@H]21
4 | CCCCN1C(=O)C(=O)N(CC(=O)Nc2sc(C)c(CC)c2C(=O)OCC)C1=O
-84 | O=C(NCc1ccccn1)c1ccc(-c2ccccc2)cc1
-17 | Cc1cc(NC(=O)c2cc3ccccc3o2)cc(C)c1OCC(=O)N1CCOCC1
2 | Cc1cc(NC(=O)C(C)SCC(=O)OCc2ccc(Cl)cc2Cl)no1 (stereo unspecified)
9 | O=c1[nH]c(CN2CCN(Cc3ccc4c(c3)OCO4)CC2)nc2ccccc12
-2[25 µM] | CO[C@H]1CN(C)C(=O)c2cc(NS(=O)(=O)c3ccc(Cl)cc3)ccc2OC[C@@H](C)N(C(=O)NC(C)C)C[C@@H]1C

Exported bar-delimited: 2 of the compounds above
Structure | BL2 CD40 inh
O=c1[nH]c(CN2CCN(Cc3ccc4c(c3)OCO4)CC2)nc2ccccc12 | 9
CO[C@H]1CN(C)C(=O)c2cc(NS(=O)(=O)c3ccc(Cl)cc3)ccc2OC[C@@H](C)N(C(=O)NC(C)C)C[C@@H]1C | -2[25 µM]

Next part:
BL2 CD40 inh | molecule
3 | O=C(C[n+]1ccc2ccccc2c1)c1ccc(NC(=O)c2ccccc2)cc1
0 | COc1cccc(C(=O)NCC(=O)N/N=C/c2c(C)[nH]c3ccccc23)c1
-4 | CCOc1ccc(S(=O)(=O)Nc2ccccc2C(=O)N(C)C2CCN(C)CC2)cc1
10 | CC(=O)c1cccc(NC(=O)NNC(=O)c2ccc(Cl)cc2Cl)c1
-2[25 µM] | COc1ccccc1-c1ccc([C@H]2[C@H](CO)N3CCCCN(C(=O)c4cccnc4)C[C@@H]23)cc1
-2 | O=S1(=O)CCC(N2CCOCC2)C1 (stereo unspecified)
-6 | NC(=O)c1cccc(-c2ccnc3c2CC(C(=O)NCc2ccccc2)O3)c1 (stereo unspecified)
7 | CN1C[C@H]2[C@@H](c3ccccc31)[C@@H](CO)N2C(=O)C1CCCC1
-6 | O=S(=O)(NCCCCCNS(=O)(=O)c1ccccc1)c1ccccc1
-2 | N#Cc1ccccc1S(=O)(=O)N1CCN(C(=O)C2CCC2)CC1
13 | CSc1cccc(CN2CCC(n3nccc3NC(=O)C3CC3)CC2)c1
13 | CC(=O)OC(C(=O)NC1CCCCC1)c1cccc(F)c1 (stereo unspecified)
-5 | Cc1ccc(S(=O)(=O)N2Cc3ccccc3CC2C(=O)Nn2cnnc2)cc1 (stereo unspecified)
-10 | CC(C)(C)NC(=O)C(=O)NNC(=O)c1cccc(F)c1
7 | CCCc1cn(CC[C@@H]2CC[C@@H](NC(=O)Cc3cccnc3)[C@@H](CO)O2)nn1
7 | COc1ccc(Nc2cc(C(=O)NCCCN3CCN(C)CC3)c3ccccc3n2)cc1
6 | COC(=O)c1oc2ccccc2c1NC(=O)CN1CCCC1
-46 | c1ccc2[nH]c(CSc3nccs3)nc2c1
-93 | CC(C)COc1ccc(/C(=N/O)c2ccccc2)cc1
11 | COc1ccccc1C(=O)NCCC(=O)N(C)CC(=O)Nc1ccc(C)cc1
-6[25 µM] | COc1cccc(S(=O)(=O)Nc2ccc3c(c2)[C@H]2C[C@H](CC(=O)NCc4ccccc4F)O[C@@H](CO)[C@H]2O3)c1
4 | COc1ccc(S(=O)(=O)Nc2cccc(F)c2)cc1C
24 | CC1CCN(C(=O)CN(c2ccc(Oc3ccccc3)cc2)S(C)(=O)=O)CC1
-7[25 µM] | CC(=O)N1[C@H](CO)[C@H](c2ccccc2)[C@@H]1CNC(=O)c1ccncc1
1 | O=C(CN1C(=O)NC2(CCCCC2)C1=O)Nc1ccccc1N1CCCC1

Arranged by SMILES length (descending): part of the list above
BL2 CD40 inh | molecule
-2[25 µM] | COc1ccccc1-c1ccc([C@H]2[C@H](CO)N3CCCCN(C(=O)c4cccnc4)C[C@@H]23)cc1
-4 | CCOc1ccc(S(=O)(=O)Nc2ccccc2C(=O)N(C)C2CCN(C)CC2)cc1
11 | COc1ccccc1C(=O)NCCC(=O)N(C)CC(=O)Nc1ccc(C)cc1

Next compounds follow:
BL2 CD40 inh | molecule
-5 | NC(=O)COC(=O)c1cc(Cl)cc(Cl)c1N
2 | CC(C)NC(=O)N(C)C[C@@H]1OCCCC[C@H](C)Oc2ccc(NC(=O)NC3CCCCC3)cc2C(=O)N([C@H](C)CO)C[C@@H]1C
-1 | O=C(NC1CCCCC1)c1ccc(-n2cncn2)c([N+](=O)[O-])c1
-45 | O=C(NC1CC2CCC1C2)c1ccc(CN2CCOCC2)cc1 (stereo unspecified)
-48 | Cc1cc(/C=N\NC(=O)COc2cccc3cccnc23)c(C)n1-c1ccccc1
6 | CCN(CC)CCCC(C)NC(=O)c1ccc(C(F)(F)F)cc1 (stereo unspecified)
5 | CCc1nnc(NC(=O)CCn2cnc3ccccc3c2=O)s1
4 | CC(=O)Nc1ccc(C=NNc2nnc(NN=Cc3ccc(NC(C)=O)cc3)c3ccccc23)cc1
-24 | COc1ccc(-c2cc(C(=O)OCC(=O)NC3CC3)c3ccccc3n2)cc1OC
-19 | CC(NC(=O)c1ccccc1)C(=O)OCC(=O)Nc1cccc(S(=O)(=O)N2CCCC2)c1 (stereo unspecified)
-3 | CCn1c(NC(C)=O)nc2ccccc21
-14 | Cc1ccc(NC(=O)CNNC(=O)c2cccc([N+](=O)[O-])c2)cc1[N+](=O)[O-]
1 | C[C@@H]1CCCCO[C@@H](CN(C)CC2CC2)[C@H](C)CN([C@H](C)CO)C(=O)c2cc(NS(=O)(=O)c3ccccc3)ccc2O1
-16[25 µM] | N#C[C@@H]1[C@H](c2ccc(-c3cncnc3)cc2)[C@@H](CO)N1C(=O)Cc1ccccc1
15[25 µM] | O=C(Nc1ccncc1)c1cc([N+](=O)[O-])ccc1Cl
-3 | Cc1cc(NC(=O)Cn2nnc(-c3ccccc3N)n2)no1
4[25 µM] | C[C@@H]1CCCCO[C@@H](CN(C)CC2CC2)[C@H](C)CN([C@@H](C)CO)C(=O)c2cc(NC(=O)c3ccccc3)ccc2O1
6 | CC(=O)NC(NC(=S)N1CCCCCC1)C(Cl)(Cl)Cl (stereo unspecified)
0 | CN(CCC(=O)Nc1ccc2c(c1)OCO2)Cc1ccccc1
-2 | Cc1nnc(SCCN2CCOCC2)c2nn(-c3ccccc3F)c(C)c12
-8 | CC(c1nccs1)N(C)C(=O)CCc1nnc(CCc2ccccc2)o1 (stereo unspecified)
7 | C[C@]1(CO)CCC[C@@]2(C)C1CC[C@@H](CO)[C@@H]2CCc1ccoc1 (stereo partly specified)
6 | CC(NC(=O)C1CC(=O)N(c2ccc3c(c2)OCCO3)C1)c1ccccc1 (stereo unspecified)
2 | O=C(NCCC1CCCCN1S(=O)(=O)c1ccc(F)cc1)C(=O)NCCN1CCOCC1 (stereo unspecified)
-9[25 µM] | Cc1cc(C(=O)Nc2ccc3c(c2)C(=O)N(C)[C@@H]2CC[C@H](CC(=O)O)O[C@@H]2CO3)no1
-22 | c1csc(-c2nnc(Cc3cccc4ccccc34)o2)c1
8 | COc1ccc(S(=O)(=O)N(C)C[C@H]2Oc3ccc(NC(=O)Nc4ccc(F)cc4)cc3CC(=O)N([C@H](C)CO)C[C@H]2C)cc1
2 | O=C(COC(=O)Cn1cnc2ccccc21)NCCC1=CCCCC1
-57 | COc1ccc(-c2cc(CS(=O)(=O)c3ccccc3)on2)cc1
3 | Cc1ccc(N(CC(O)COCc2ccco2)S(=O)(=O)c2ccc(C)cc2)cc1 (stereo unspecified)
11 | CCCn1c(N)c(C(=O)COC(=O)COc2ccc(Cl)c(C)c2)c(=O)n(C)c1=O
-12 | Cc1ccccc1C(=O)c1cccn1CC(=O)NCc1ccc(Cl)cc1
44[25 µM] | CCCC#Cc1ccc([C@H]2[C@@H](C#N)N(C(=O)C3CCCCC3)[C@H]2CO)cc1
-17 | O=C(Nc1ccccc1N1CCOCC1)c1ccc2ccccc2c1
9 | COc1ccc(C(=O)O)c(O)c1
-85 | CC(C)c1ccc(NC(=S)NC2CCCCCC2)cc1
-8 | Cc1cc(C)n2nc(SC(C)C(=O)N3CCOCC3)nc2n1 (stereo unspecified)
-8 | CCC1CCc2c(sc(NC(=O)c3cccnc3)c2C(N)=O)C1 (stereo unspecified)
-4 | Cc1ccc(CNC(=O)c2csc3c2CCCCC3)cc1
-4 | COC(=O)CCCNC(=O)c1ccc(OS(=O)(=O)c2cc([N+](=O)[O-])ccc2C)cc1
29 | CC(=O)N1CCN2C(=O)C1CCCC(=O)c1cc(C3CCCCC3)ccc12 (stereo unspecified)

In the list so far, five contain an NH in an aromatic ring.
BL2 CD40 inh | molecule
48[25 µM] | COc1ccc2c3c([nH]c2c1)[C@@H](CO)N(C(=O)Nc1cccc(F)c1)CC31CCN(S(=O)(=O)c2cccc(C)c2)CC1
6 | O=C(Cc1c(O)c2ccccc2[nH]c1=O)NC1CCCCCC1
9 | O=c1[nH]c(CN2CCN(Cc3ccc4c(c3)OCO4)CC2)nc2ccccc12
0 | COc1cccc(C(=O)NCC(=O)N/N=C/c2c(C)[nH]c3ccccc23)c1
-46 | c1ccc2[nH]c(CSc3nccs3)nc2c1

Compound activity as filed in PubChem BioAssay.
